# Rv3671c inh: Rv3671c serine protease inhibitors, primary screen, biochemical, fluorescence polarization, M. tuberculosis H37Rv | P9WHR9 | inhibition, % at 5.96 µM | actives 0.048% (n = 320,000); in the data active = inhibition above about 38%;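 note: extracellular domain of Rv3671c used as enzyme; 0% = enzyme with DMSO and 100% = no enzyme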
# Mtb BioA inh: M. tuberculosis BioA enzyme inhibitors, primary screen, biochemical, plate reader, single point, HTS; inhibition, % at 9.99 µM; actives 0.096% (n = 360,000); purified M. tuberculosis BioA enzyme; 7,8-diaminopelargonic acid synthase BioA (Mycobacterium tuberculosis); AID 602481, 2012; in the data active = inhibition above about 40%; inconclusive = no clear call, values can overlap the other calls
# GDH-TPI inh: GDH-TPI coupling enzyme inhibitors, primary screen, artefact control for M. tuberculosis FBA inhibitor project, biochemical, absorbance, full deck. inhibition, % at 4.8 µM. GDH-TPI coupled enzyme counterscreen, NADH absorbance. AID 588335, 2011. actives 1.2% (n = 360,000); in the data active = inhibition above about 30%;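 note: 0% = DMSO wells and 100% = wells lacking the enzyme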
# BoNT F protease: BoNT/F light chain protease inhibitors, primary screen, biochemical, flow cytometry, MLPCN library; actives 0.22% (n = 360,000); Botulinum neurotoxin type F light chain protease (Clostridium botulinum); inhibition, % at 10 µM; Multiplex microsphere protease cleavage assay; in the data active = inhibition above about 35%, passing the limit was not always enough; inconclusive = no clear call, values can overlap the other calls; note: plate controls were buffer without enzyme for full effect and enzyme alone for no effect
# FadD28 binding: inhibitors of FadD28 bisubstrate probe binding, primary screen, biochemical, fluorescence polarization, single point; actives 0.22% (n = 360,000); AID 588549, 2011; inhibition, % at 12.5 µM; Mycobacterium tuberculosis FadD28 fatty-acid-AMP ligase; in the data active = inhibition above about 8.5%, passing the limit was not always enough; inconclusive = no clear call, values can overlap the other calls
# MazEF act: activators of E. coli MazEF toxin-antitoxin RNase, primary screen, biochemical, fluorescence, uHTS | Endoribonuclease toxin MazF (Escherichia coli (strain K12)), P0AE70 | FAM/BHQ RNA-DNA oligo cleavage fluorescence, 5 h | activation, % at 20 µM | actives 0.32% (n = 350,000) | AID 504720, 2011; in the data active = activation above about 50%
# Target sequence (P0AE70 whole entry, looked up): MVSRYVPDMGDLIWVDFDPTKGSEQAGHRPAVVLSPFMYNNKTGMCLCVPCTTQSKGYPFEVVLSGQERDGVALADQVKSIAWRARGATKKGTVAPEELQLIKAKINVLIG
# FBA Mtb inh: Mtb FBA enzyme inhibitors, primary screen, biochemical, fluorescence, strain H37Rv; inhibition, % at 1 µM; purified M. tuberculosis FBA, fluorescence read-out; Fructose-bisphosphate aldolase (Mycobacterium tuberculosis (strain ATCC 25618 / H37Rv)), …; actives 2.3% (n = 360,000); in the data active = inhibition above about 27%;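 note: 0% = vehicle and 100% = reference inhibitor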
# Target sequence (P9WQA3 whole entry, looked up): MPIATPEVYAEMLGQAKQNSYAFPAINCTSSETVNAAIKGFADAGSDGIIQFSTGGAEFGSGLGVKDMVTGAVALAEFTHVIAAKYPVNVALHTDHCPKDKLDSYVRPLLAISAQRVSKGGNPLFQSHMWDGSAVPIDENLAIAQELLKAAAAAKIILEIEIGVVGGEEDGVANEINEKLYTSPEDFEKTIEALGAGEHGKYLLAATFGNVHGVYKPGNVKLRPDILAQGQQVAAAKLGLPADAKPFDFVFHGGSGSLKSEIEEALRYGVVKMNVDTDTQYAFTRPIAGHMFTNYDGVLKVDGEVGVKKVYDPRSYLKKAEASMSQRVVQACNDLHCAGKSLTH
# PrPC TRFRET: inhibitors of human cell surface prion protein PrPC, primary screen, cell-based, TR-FRET; Major prion protein (Homo sapiens), P04156; TR-FRET read-out; inhibition, % at 13.8 µM; actives 0.43% (n = 370,000); in the data active = inhibition above about 24%; note: 0% = median of the test wells and 100% = reference compound wells
# UGM FP inh: M. tuberculosis UGM enzyme inhibitors, primary screen, biochemical, fluorescence polarization, single point | inhibition, % at 10 µM | AID 504406, 2011 | actives 0.06% (n = 320,000) | UDP-galactopyranose mutase (Mycobacterium tuberculosis (strain ATCC 25618 / H37Rv)), … | purified UGM, fluorescence polarization probe displacement; in the data active = inhibition above about 10%, passing the limit was not always enough; inconclusive = no clear call, values can overlap the other calls
# Target sequence (P9WIQ1 whole entry, looked up): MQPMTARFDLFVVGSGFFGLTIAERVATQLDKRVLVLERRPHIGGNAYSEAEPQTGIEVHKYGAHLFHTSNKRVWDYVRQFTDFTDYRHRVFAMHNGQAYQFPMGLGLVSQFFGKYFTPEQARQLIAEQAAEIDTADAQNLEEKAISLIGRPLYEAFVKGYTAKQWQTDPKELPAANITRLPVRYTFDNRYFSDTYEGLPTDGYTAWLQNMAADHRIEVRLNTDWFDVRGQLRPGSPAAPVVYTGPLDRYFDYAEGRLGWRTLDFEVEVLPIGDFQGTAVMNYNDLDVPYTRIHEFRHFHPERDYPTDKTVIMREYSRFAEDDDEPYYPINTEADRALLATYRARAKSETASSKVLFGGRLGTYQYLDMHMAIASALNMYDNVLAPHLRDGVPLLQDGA
# Starred values were filed as active, the others as inactive; ? = inconclusive; . = not tested or not shown; & = joins results of further samples. This is a random part of the collection (roughly 4.8% active in at least one column).
SMILES,Rv3671c inh,Mtb BioA inh,GDH-TPI inh,BoNT F protease,FadD28 binding,MazEF act,FBA Mtb inh,PrPC TRFRET,UGM FP inh
CC(OC(=O)c1ccc2c(c1)NC(=O)CS2)C(=O)c1ccc(F)cc1 (stereo unspecified),4,1.0,5,7,-3.5,5,-1,-5,2.1
O=C(CCn1c(=O)c2sccc2n(CC(=O)OCc2ccccc2)c1=O)NCc1ccco1,3,5.0,-10,-3,2.1,-5,3,-3,-1.4
COc1cc(C=Nc2cccc(C)c2)c(O)c([N+](=O)[O-])c1,-6,-0.2,-5,-13,-2.9,-5,-8,-13,0.1
O=C(Nc1nnc(-c2ccco2)o1)c1ccc([N+](=O)[O-])s1,0,.,7,3,1.9,-75,-3,-28,-1.8
COc1cc(/C=N/n2c(-c3n[nH]c4c3CCC4)n[nH]c2=S)ccc1O,-5,.,12,0,-4.7,-7,-1,1,5.4
Fc1ccccc1CSc1ncnc2sc3c(c12)CCCC3,-10,.,-3,-8,-0.9,-6,1,-3,-3.2
CCNC(=S)Nc1ccc(Cl)c(C(F)(F)F)c1,-6,2.9,1,-4,-7.5,1,-2,16,1.5
CCCn1c(N2CCC(Cc3ccccc3)CC2)nc2c1c(=O)[nH]c(=O)n2C,-1,2.8,9,4,-1.3,12,-1,9,1.3
Cc1ccc(S(=O)(=O)N2CCCC2C(=O)NCc2ccncc2)cc1 (stereo unspecified),7,-1.9,-8,0,-1.7,-1,4,17,-0.4
COc1cccc(CN2C(=NC(=O)C3CCCO3)SC3CS(=O)(=O)CC32)c1 (stereo unspecified),.,-2.8,13,-6,0.0,-4,-1,-6,.
Cc1ccc(C(=O)Nc2ncc3c(Cl)cccc3n2)cc1,7,2.0,5,-11,-1.4,8,-3,-6,-2.6
Cc1cc(-c2ccc([N+](=O)[O-])cc2)cc(C)n1,.,-1.4,15,-1,0.2,13,2,-58,.

# Record cards, as listed above:
# Shown for `CCCn1c(N2CCC(Cc3ccccc3)CC2)nc2c1c(=O)[nH]c(=O)n2C` : Rv3671c inh: -1; Mtb BioA inh: 2.8; GDH-TPI inh: 9; BoNT F protease: 4; FadD28 binding: -1.3; MazEF act: 12; FBA Mtb inh: -1; PrPC TRFRET: 9; UGM FP inh: 1.3
# Shown for `O=C(Nc1nnc(-c2ccco2)o1)c1ccc([N+](=O)[O-])s1` : Rv3671c inh: 0; Mtb BioA inh: .; GDH-TPI inh: 7; BoNT F protease: 3; FadD28 binding: 1.9; MazEF act: -75; FBA Mtb inh: -3; PrPC TRFRET: -28; UGM FP inh: -1.8

# Later entries
SMILES,Rv3671c inh,Mtb BioA inh,GDH-TPI inh,BoNT F protease,FadD28 binding,MazEF act,FBA Mtb inh,PrPC TRFRET,UGM FP inh
O=C(Nc1ncc(S(=O)(=O)c2ccc([N+](=O)[O-])cc2)s1)c1ccccc1F,-3,.,11,-5,-0.8,-6,2,2,1.3
CCOc1ccccc1N(CC(=O)N1CCc2ccccc2C1)S(C)(=O)=O,4,0.1,-4,?,-1.0,6,0,8,-0.7
CC(C)c1ccccc1NC(=O)c1cccnc1,1,5.6,0,11,-3.0,0,0,-6,-0.4
Cc1cccc(NC(=O)c2nc[nH]c2C(=O)N[C@@H](Cc2ccccc2)C(=O)OCc2ccccc2)c1,-84,-0.6,3,-4,-3.9,2,-2,-1,-3.3
CC(=O)Nc1cccc(-c2cc(NC=O)c3ncc(-c4ccc(C(C)=O)cc4)n3c2)c1,.,2.0,7,-9,-9.9,.,0,-25,.
Cc1ccc2c(c1)COc1c3ccc(C(=O)N[C@@H](C)CO)cc3nn1-2,-9,-2.7,21,-3,-1.0,4,34*,-25,-1.8
COc1cccc(N2CCN(C(=O)c3ccc(CS(=O)c4ccc(C)cc4)o3)CC2)c1 (stereo unspecified),-5,-3.6,6,-2,1.1,5,6,15,3.3
Cc1cccc(CC(=O)c2c[nH]c3ccccc23)c1,2,-2.2,6,-1,-0.9,1,-1,9,-0.4
CC(OC(=O)c1cnc(Cl)c(Cl)c1)C(=O)NCc1ccccc1 (stereo unspecified),1,-2.5,6,-2,0.8,0,0,-3,1.1
Cc1ccc(Cl)cc1NC(=O)CSc1sc2c(O)cc(=O)[nH]c2c1C#N,-3,-2.5,6,-10,0.9,8,1,10,-0.5
O=C(CSc1nc2ccc(Cl)cc2[nH]1)N1CCN(C(=O)c2ccco2)CC1,-14,12,-11,-2,-7.7,3,1,8,-1.3
CC(=O)Nc1cccc(NC(=O)CSc2nnc3ccc(-c4ccccn4)nn23)c1,0,-2.8,5,10,-0.5,6,2,-10,0.9

# Some of these compounds in order of molar mass, smallest number first.
SMILES,Rv3671c inh,Mtb BioA inh,GDH-TPI inh,BoNT F protease,FadD28 binding,MazEF act,FBA Mtb inh,PrPC TRFRET,UGM FP inh
Cc1cc(-c2ccc([N+](=O)[O-])cc2)cc(C)n1,.,-1.4,15,-1,0.2,13,2,-58,.
CC(C)c1ccccc1NC(=O)c1cccnc1,1,5.6,0,11,-3.0,0,0,-6,-0.4
Cc1cccc(CC(=O)c2c[nH]c3ccccc23)c1,2,-2.2,6,-1,-0.9,1,-1,9,-0.4
Cc1ccc(C(=O)Nc2ncc3c(Cl)cccc3n2)cc1,7,2.0,5,-11,-1.4,8,-3,-6,-2.6
Cc1ccc2c(c1)COc1c3ccc(C(=O)N[C@@H](C)CO)cc3nn1-2,-9,-2.7,21,-3,-1.0,4,34*,-25,-1.8
CC(OC(=O)c1cnc(Cl)c(Cl)c1)C(=O)NCc1ccccc1 (stereo unspecified),1,-2.5,6,-2,0.8,0,0,-3,1.1
Cc1ccc(S(=O)(=O)N2CCCC2C(=O)NCc2ccncc2)cc1 (stereo unspecified),7,-1.9,-8,0,-1.7,-1,4,17,-0.4
CCOc1ccccc1N(CC(=O)N1CCc2ccccc2C1)S(C)(=O)=O,4,0.1,-4,?,-1.0,6,0,8,-0.7
O=C(CSc1nc2ccc(Cl)cc2[nH]1)N1CCN(C(=O)c2ccco2)CC1,-14,12,-11,-2,-7.7,3,1,8,-1.3
Cc1ccc(Cl)cc1NC(=O)CSc1sc2c(O)cc(=O)[nH]c2c1C#N,-3,-2.5,6,-10,0.9,8,1,10,-0.5
O=C(Nc1ncc(S(=O)(=O)c2ccc([N+](=O)[O-])cc2)s1)c1ccccc1F,-3,.,11,-5,-0.8,-6,2,2,1.3
COc1cccc(N2CCN(C(=O)c3ccc(CS(=O)c4ccc(C)cc4)o3)CC2)c1 (stereo unspecified),-5,-3.6,6,-2,1.1,5,6,15,3.3
Cc1cccc(NC(=O)c2nc[nH]c2C(=O)N[C@@H](Cc2ccccc2)C(=O)OCc2ccccc2)c1,-84,-0.6,3,-4,-3.9,2,-2,-1,-3.3

# Next section:
SMILES,Rv3671c inh,Mtb BioA inh,GDH-TPI inh,BoNT F protease,FadD28 binding,MazEF act,FBA Mtb inh,PrPC TRFRET,UGM FP inh
O=C(CN1CCc2ccccc2C1)Nc1cc(S(=O)(=O)N2CCOCC2)ccc1N1CCOCC1,4,.,11,2,-20,-2,3,-3,2.8
Cc1ccccc1CC1(CO)CCCN(Cc2nc(-c3cccs3)oc2C)C1 (stereo unspecified),-2,.,-4,-3,-5.1,4,21,-14,-1.4
Cc1cccc(N2CCN(C(=O)c3cc(S(=O)(=O)N4CCOCC4)cn3C)CC2C)c1 (stereo unspecified),-1,2.0,10,-5,-2.0,1,1,-3,0.1
CS(=O)(=O)c1ccc2nc(NC(=O)C3CC(=O)N(c4ccccc4)C3)sc2c1 (stereo unspecified),1,1.9,3,-2,.,11,0,-8,3.4
NS(=O)(=O)c1cc2c(cc1Cl)NC(C1CC3C=CC1C3)NS2(=O)=O (stereo unspecified),-2,0.9,7,6,-1.9,7,4,1,2.2
Cc1nn(-c2ccccc2)c(Cl)c1C(=O)NCC(=O)O,-2,-2.2,-8,2,-0.7,-2,1,-7,-0.2
O=C(Nc1cnn(C23CC4CC(CC(C4)C2)C3)c1)c1cc(-c2ccccc2)on1,-9,-0.6,-1,-16,-3.2,-1,-1,7,-0.9
CCOC(=O)C(=CNc1ccc(C#N)cc1)C(=O)OCC,9,.,23,-3,0.3,7,-3,-1,2.3
Cc1ccc(CNC(=O)Cn2c(=O)n(CC(=O)N3CCCCC3)c(=O)c3sccc32)cc1,4,-0.4,5,6,-0.4,4,2,1,-1.2
CCCCc1nnc(NC(=O)c2oc3ccccc3c2C)s1,6,.,18,?,-3.0,0,1,-4,-3.2
NS(=O)(=O)c1ccc(NC(=S)NCC2CCCO2)cc1 (stereo unspecified),-6,-0.5,4,-1,-3.2,-5,2,1,3.7
CC(C)(C)OC(=O)[C@H](Cc1ccccc1)NC(=O)c1nc[nH]c1C(=O)N1CCNCC1,-1,-0.3,6,-6,-0.2,-1,0,-5,-2.6
C[C@@H]1CN([C@@H](C)CO)C(=O)CCCn2nncc2CO[C@H]1CN(C)C(=O)Nc1ccc2c(c1)OCO2,.,0.2&1.0&-0.2,9,-4,-0.1,0,-2,2,.
Cc1nn(C)c(NC(=O)c2ccc(Cl)cc2Cl)c1Br,4,-0.8,-3,4,.,6,2,3,1.2
N/C(=N\OC(=O)c1ccc2ccccc2c1)c1cccc([N+](=O)[O-])c1,-2,0.2,9,-4,-1.8,40,-2,-4,0.4
O=C(CCCOc1ccccc1)N1CCN(S(=O)(=O)c2cccs2)CC1,0,.,-7,2,-2.8,6,0,14,0.4
CC(=O)Nc1ccc2sc(C)nc2c1,9,0.2,9,-1,-0.6,2,4,0,0.6
NC(N)=N/N=C/c1ccc(OCc2ccccc2)c(OCc2ccccc2)c1,16,-0.3,-1,-64,-16,6,-1,-11,0.1
Cc1c(Cl)cccc1NC(=O)CC(C(=O)O)C1CCCO1 (stereo unspecified),-3,.,6,0,-0.3,4,-1,-4,0.2
CCCN1CC23C=CC(O2)C(C(=O)O)C3C1=O (stereo unspecified),0,-0.5,-10,3,0.4,-18,4,0,1.1
COc1ccccc1NS(=O)(=O)c1cc2c(cc1C)NC(=O)CO2,0,-2.7,7,-11,-2.5,-2,-2,-7,2.4
C=CCNCC(=O)NN=C(c1ccccc1)c1ccccc1,-8,-1.7,8,-13,-2.3,3,6,-7,-2.2
Cc1cccc(N2CCN(C(=O)CCC(=O)N3CC(C)Oc4ccccc43)CC2)c1C (stereo unspecified),6,-0.1,-1,-2,-3.8,4,4,10,2.4
COCC(C)NS(=O)(=O)c1ccc(C(=O)NC(Cc2ccccc2)c2ccccc2)cc1 (stereo unspecified),-7,-5.6,18,27,0.2,3,-1,1,0.6

# From PubChem
